Pf Dd2 growth – P. falciparum Dd2 growth inhibition; AID 1159554; SYBR Green, 72 h; active compounds read low; 2.3% of 94,000 active; activity change, % at 10 µM; in the data active = activity change below about -80%
GASC1 inh – inhibitors of human demethylase GASC-1 KDM4C; GST-KDM4C 2-372, H3K9me3 peptide, LANCE TR-FRET; inhibition, % at 12.5 µM; 0.15% of 96,000 active;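 active = mean replicate inhibition above about 25%, with at least 55% of replicates also reaching it, limit read from the data, passing the limit was not always enough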
Target sequence (Q9H3R0 2-372 limits assumed): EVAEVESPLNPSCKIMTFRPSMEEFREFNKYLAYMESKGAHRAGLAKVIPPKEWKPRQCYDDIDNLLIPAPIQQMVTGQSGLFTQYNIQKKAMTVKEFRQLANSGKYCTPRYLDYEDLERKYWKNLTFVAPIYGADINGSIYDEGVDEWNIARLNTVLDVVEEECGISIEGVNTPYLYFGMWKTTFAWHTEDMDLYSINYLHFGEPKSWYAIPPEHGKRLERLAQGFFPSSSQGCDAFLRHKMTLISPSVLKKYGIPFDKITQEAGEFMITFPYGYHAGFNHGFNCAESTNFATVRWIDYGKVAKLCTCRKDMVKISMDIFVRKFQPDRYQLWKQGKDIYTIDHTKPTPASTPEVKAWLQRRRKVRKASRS
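System: N-terminal GST-fused human GASC-1 (KDM4C) fragment, residues 2-372 / Amount: 10 nM GST-KDM4C in enzyme reaction / Also added: H3K9me3 peptide with Fe(II)/2OG / Times: 30 min demethylation and 1 h detection at room temperature / Signal: LANCE TR-FRET / Read-out basis: Fall in 671/618 emission ratio as inhibition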
C diff growth – C. difficile growth inhibition. Clostridium difficile clinical isolate growth, OD600, 24 h; active compounds read low. growth activity, negative = inhibition, % at 16 µg/mL (by protocol). 0.25% of 86,000 active;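 active = mean growth activity at or below -80% and every replicate also at or below -80%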;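 note: 0% = DMSO wells and -100% = levofloxacin 16 µg/mL wells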
Tcruzi prolif – T. cruzi proliferation inhibition; T. cruzi beta-gal in NIH3T3, GalScreen luminescence, 90 h; inhibition, % at 8.34 µM; 5.9% of 77,000 active; AID 624255;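 active = mean inhibition above about 93%, with at least 55% of replicates each passing it, limit read from the data, passing the limit was not always enough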
Active calls of the source: *; · = no result given; & = joins results of further samples.

SMILES | Pf Dd2 growth | GASC1 inh | C diff growth | Tcruzi prolif
COc1ccc(S(=O)(=O)Nc2ccc3c(c2)C(=O)N([C@@H](C)CO)C[C@@H](C)[C@H](CN(C)Cc2ccncc2)OCCCC[C@H](C)O3)cc1 | -16 | 1.4 | -5 | 82
Cc1ccc(S(=O)(=O)N(C)C[C@@H]2OCc3ccccc3-c3c(n(C)c4ccccc34)C(=O)N([C@H](C)CO)C[C@H]2C)cc1 | -82* | -2.2 | · | 73
C[C@@H]1CN([C@@H](C)CO)S(=O)(=O)c2ccc(-c3ccncc3)cc2O[C@@H]1CN(C)S(=O)(=O)c1ccccc1F | -7 | 0.6 | 4 | ·
COc1ccc2c3c([nH]c2c1)[C@H](CO)N(C(=O)c1ccccn1)CC31CCN(C(=O)C2CCCCC2)CC1 | -2 | -1.2 | -3 | ·
C[C@@H]1CN([C@H](C)CO)C(=O)Cc2cc(NC(=O)C3CCCCC3)ccc2O[C@H]1CN(C)CC1CC1 | -50 | 0.9 | -3 | -39
COCC(=O)N1[C@@H](CO)[C@H](c2ccccc2)C12CN(C(=O)NC1CCCC1)C2 | 12 | -2.4 | -4 | ·
C[C@@H]1CCCCO[C@H](CN(C)CC2CCCCC2)[C@H](C)CN([C@H](C)CO)C(=O)c2cc(NS(=O)(=O)c3ccc(F)cc3)ccc2O1 | -58 | -0.6 | 11 | 90
C[C@H](CO)N1C[C@H](C)[C@H](CN(C)Cc2ccc(Oc3ccccc3)cc2)Oc2ccc(NS(=O)(=O)c3cn(C)cn3)cc2C1=O | 3 | 4.1 | · | 60
CC(C)NC(=O)Nc1ccc2c(c1)CC(=O)N([C@H](C)CO)C[C@@H](C)[C@H](CN(C)Cc1ccc(Cl)c(Cl)c1)O2 | -6 | 1.6 | 12&-4 | ·
COc1ccccc1NC(=O)N[C@@H]1CC[C@H](CCn2cc(-c3cccnc3)nn2)O[C@H]1CO | -29 | 1.8 | · | 3
CCCC(=O)Nc1ccc2c(c1)OC[C@@H](C)N(C(=O)c1ccncc1)C[C@@H](C)[C@@H](OC)CN(C)C2=O | -25 | 0.7 | · | 1
CC(C)NC(=O)Nc1ccc2c(c1)C(=O)N([C@@H](C)CO)C[C@@H](C)[C@@H](CN(C)Cc1ccc3c(c1)OCO3)OCCCC[C@@H](C)O2 | -20 | 14 | -6 | 77
COCC(=O)Nc1ccc2c(c1)[C@H]1C[C@H](CC(=O)NCCN3CCCCC3)O[C@H](CO)[C@H]1O2 | 11 | -1.4 | -1 | 33
CC1C=NC(S(=O)(=O)N2CC[C@@H]3[C@@H](CO)N(C)c4ccc(C5=CCCCC5)cc4[C@@H]32)=N1 (stereo partly specified) | 7 | 0.3 | 6 | 14
C[C@H]1CN([C@@H](C)CO)C(=O)Cc2cc(NS(=O)(=O)c3ccc(Cl)cc3)ccc2O[C@H]1CN(C)Cc1ccc(-c2ccccc2)cc1 | -45 | 0.2 | · | 13
CC(C)C(=O)Nc1ccc2c(c1)C(=O)N(C)[C@H]1CC[C@@H](CC(=O)N[C@@H](C)c3ccccc3)O[C@H]1CO2 | 0 | 5.1 | 0 | -18
CCC(=O)N1CC2(C1)[C@@H](c1ccccc1)[C@@H](CO)N2C(=O)NC(C)C | 20 | -0.4 | -3 | ·
C[C@@H]1CN([C@H](C)CO)C(=O)c2cc(N(C)C)ccc2O[C@@H](C)CCCCO[C@@H]1CN(C)Cc1ccc(C(=O)O)cc1 | 35 | 6.9 | 3 | 8
CCCC#Cc1cnc2c(c1)C(=O)N([C@H](C)CO)C[C@@H](C)[C@@H](CN(C)C(=O)CCN1CCCCC1)O2 | -1 | -0.6 | -6 | ·
O=S(=O)(N[C@@H]1CC[C@@H](CCn2cc(C3CC3)nn2)O[C@H]1CO)c1ccc(Cl)cc1 | -9 | -1.3 | -1 | -23
C[C@H]1CN([C@@H](C)CO)C(=O)Cc2cc(NS(=O)(=O)c3ccc(Cl)cc3)ccc2O[C@H]1CN(C)S(=O)(=O)c1ccc(Cl)cc1 | -74 | -2.3 | 18 | 61
CCCNC(=O)Nc1ccc2c(c1)OC[C@@H](C)N(Cc1ccc(-c3ccccn3)cc1)C[C@H](C)[C@H](OC)CN(C)C2=O | -47 | -0.1 | · | ·
Cc1ccc(S(=O)(=O)N[C@@H]2CC[C@@H](CCNC(=O)Nc3ccc(Cl)cc3)O[C@H]2CO)cc1 | -31 | -1.2 | 3 | 30
COc1cccc(CNC(=O)C[C@@H]2CC[C@H]3[C@H](COc4ccc(NC(=O)c5cccs5)cc4C(=O)N3C)O2)c1 | -7 | -1.3 | 28 | 57
C[C@H]1CN([C@@H](C)CO)C(=O)c2cc(NC(=O)C3CC3)ccc2O[C@@H]1CN(C)S(=O)(=O)c1ccccc1 | -15 | 0.6 | 1 | ·
Cc1ccc(S(=O)(=O)Nc2ccc3c(c2)C(=O)N([C@@H](C)CO)C[C@@H](C)[C@H](CN(C)C(=O)NC(C)C)OCCCC[C@H](C)O3)cc1 | -9 | -0.9 | 6 | 46
CCN1[C@H](C(=O)N[C@H](C)c2ccccc2)[C@@H](CO)[C@@H]2Cn3c(ccc(-c4cccc(F)c4)c3=O)[C@@H]21 | -9 | 8.5 | 2 | 76
C[C@H]1CN([C@@H](C)CO)C(=O)c2ccccc2-c2ccccc2CO[C@H]1CN(C)Cc1ccc(C(=O)O)cc1 | -1 | -2.0 | · | 29
C[C@H]1CCCCO[C@H](CN(C)C(=O)CCCN(C)C)[C@@H](C)CN([C@@H](C)CO)C(=O)c2cc(NC(=O)CCC(F)(F)F)ccc2O1 | 3 | 3.5 | 3 | 23
Cc1cc(C(=O)Nc2cccc3c2O[C@@H](CN(C)S(=O)(=O)c2ccccc2)[C@@H](C)CN([C@H](C)CO)C3=O)n(C)n1 | -7 | 2.8 | 11 | 28
CO[C@@H]1CN(C)C(=O)c2cc(NC(=O)c3ccc(Oc4ccccc4)cc3)ccc2OC[C@H](C)NC[C@@H]1C | -79 | -2.0 | -2 | -56
C[C@@H]1CN([C@H](C)CO)C(=O)c2cc(NC(=O)Nc3ccc4c(c3)OCO4)ccc2O[C@@H]1CN(C)C(=O)Nc1cccc2ccccc12 | -24 | -2.2 | · | 54
COc1ccc2c3c(n(C)c2c1)[C@H](CO)N(C(=O)c1ccccn1)CC31CCN(C(C)=O)CC1 | -12 | 0.6 | 1 | ·
C[C@H]1CN([C@@H](C)CO)C(=O)c2cccc(NS(=O)(=O)c3ccc(F)cc3)c2O[C@@H]1CN(C)Cc1ccc(C(F)(F)F)cc1 | -25 | -2.0 | 1 | 49
C[C@@H]1CN([C@@H](C)CO)C(=O)CCCn2nncc2CO[C@@H]1CN(C)C(=O)C1CCCCC1 | 37 | · | · | 1
CC(=O)Nc1ccc2c(c1)C(=O)N(C)[C@@H]1CC[C@H](CC(=O)NCc3ccccc3Cl)O[C@H]1CO2 | 4 | 4.7 | 3 | -30
C[C@@H]1CN([C@H](C)CO)S(=O)(=O)c2ccc(-c3ccc(C(=O)N(C)C)cc3)cc2O[C@@H]1CN(C)Cc1ccccc1C(=O)O | 4 | 6.3 | -6 | 13
Cc1ccc(S(=O)(=O)N(C)C[C@@H]2OCCCC[C@H](C)Oc3ccc(NS(=O)(=O)c4cn(C)cn4)cc3C(=O)N([C@H](C)CO)C[C@H]2C)cc1 | -21 | -0.5 | 3 | 35
C[C@@H]1CN([C@H](C)CO)S(=O)(=O)c2ccc(/C=C/c3ccccc3)cc2O[C@H]1CN(C)C(=O)c1ccncc1 | -18 | -3.2 | -3 | 86
CN(C)CC(=O)N1[C@H](CO)[C@H](c2ccccc2)C12CN(CCC(F)(F)F)C2 | -14 | -0.6 | 6 | ·

A run of entries from further up, as a working copy:
SMILES | Pf Dd2 growth | GASC1 inh | C diff growth | Tcruzi prolif
C[C@@H]1CN([C@H](C)CO)S(=O)(=O)c2ccc(-c3ccc(C(=O)N(C)C)cc3)cc2O[C@@H]1CN(C)Cc1ccccc1C(=O)O | 4 | 6.3 | -6 | 13
Cc1ccc(S(=O)(=O)N(C)C[C@@H]2OCCCC[C@H](C)Oc3ccc(NS(=O)(=O)c4cn(C)cn4)cc3C(=O)N([C@H](C)CO)C[C@H]2C)cc1 | -21 | -0.5 | 3 | 35
C[C@@H]1CN([C@H](C)CO)S(=O)(=O)c2ccc(/C=C/c3ccccc3)cc2O[C@H]1CN(C)C(=O)c1ccncc1 | -18 | -3.2 | -3 | 86
CN(C)CC(=O)N1[C@H](CO)[C@H](c2ccccc2)C12CN(CCC(F)(F)F)C2 | -14 | -0.6 | 6 | ·

Additional results follow:
SMILES | Pf Dd2 growth | GASC1 inh | C diff growth | Tcruzi prolif
C[C@@H]1CN([C@H](C)CO)S(=O)(=O)c2ccc(-c3cccnc3)cc2O[C@@H]1CN(C)Cc1cncnc1 | 13 | -2.6 | 1 | 32
CCCNC(=O)NC[C@@H]1CC[C@H]2[C@H](CN2C(=O)C2CCOCC2)O1 | 28 | · | 1 | ·
C[C@H]1CN([C@@H](C)CO)C(=O)c2cc(NC(=O)CCN3CCOCC3)ccc2O[C@H]1CN(C)Cc1ccc(-c2ccccc2)cc1 | 1 | 1.2 | -3 | -45
C[C@H](CO)N1C[C@H](C)[C@H](CN(C)C(=O)Nc2ccc(-c3ccccc3)cc2)OCc2ccccc2-c2ccccc2C1=O | -67 | -2.9 | -6 | ·
Cc1noc(C)c1NC(=O)N[C@@H]1C=C[C@@H](CC(=O)Nc2ccccc2)O[C@H]1CO | · | 1.0 | 3 | ·
O=C(c1ccncc1)N1CC(=O)N2[C@@H](CO)[C@@H](c3ccc(-c4cccnc4)cc3)[C@@H]2C1 | 27 | -1.6 | -6 | ·
C[C@H](CO)N1C[C@H](C)[C@@H](CN(C)S(C)(=O)=O)Oc2cc(C#CC3CC3)ccc2S1(=O)=O | -4 | 4.3 | 1 | ·
COc1ccccc1CNC(=O)C[C@@H]1CC[C@H]2[C@@H](COc3ccc(NS(=O)(=O)c4ccc(C)cc4)cc3C(=O)N2C)O1 | -4 | -0.6 | 17 | -6
COCC(=O)N(C)C[C@H]1Oc2ncc(C#Cc3ccccc3OC)cc2C(=O)N([C@@H](C)CO)C[C@@H]1C | 17 | -2.5 | 0 | 48
CC(C)(C)S(=O)N1Cc2cc(C(=O)O)nc(-c3cccc(-c4cccc(F)c4)c3)c2[C@H]1CCO (stereo partly specified) | · | 1.6 | -5 | 37
CN1C(=O)c2cc(NC(=O)c3ccc(C(F)(F)F)cc3)ccc2OC[C@@H]2O[C@H](CC(=O)O)CC[C@@H]21 | 7 | 0.1 | 4 | 72
CCC(=O)N(C)C[C@H]1Oc2cc(C#CCN(C)C)ccc2S(=O)(=O)N([C@H](C)CO)C[C@@H]1C | 7 | 2.8 | 1 | 102*
CNC[C@@H]1Oc2ccc(NC(=O)Nc3ccc(C(F)(F)F)cc3)cc2CC(=O)N([C@H](C)CO)C[C@@H]1C | 12 | -1.5 | 1 | 84
CCCC(=O)N1CCC2(CC1)CN(C(=O)C1CC1)[C@@H](CO)c1[nH]c3cc(OC)ccc3c12 | -42 | -0.9 | -3 | ·
Cc1noc(C)c1S(=O)(=O)Nc1ccc2c(c1)C(=O)N([C@@H](C)CO)C[C@H](C)[C@@H](CN(C)Cc1ccc3c(c1)OCO3)OCCCC[C@@H](C)O2 | -57 | -0.4 | -63 | 59
C[C@@H]1CN([C@H](C)CO)S(=O)(=O)c2ccc(-c3cccnc3)cc2O[C@@H]1CN(C)C(=O)NC1CCCCC1 | 38 | 18 | 0 | 31
C[C@@H]1CN([C@@H](C)CO)C(=O)Cc2cc(NS(=O)(=O)c3ccc(Cl)cc3)ccc2O[C@H]1CN(C)Cc1ccc(-c2ccccc2)cc1 | -49 | 4.3 | · | 32
O=C1CN(S(=O)(=O)Cc2ccccc2)C[C@H]2[C@@H](c3ccc(C#CC4CC4)cc3)[C@@H](CO)N12 | -10 | 1.5 | 5 | ·
COc1ccc2c3c(n(C)c2c1)[C@@H](CO)N(C(=O)Nc1ccc(F)cc1)CC31CCN(Cc2ccccn2)CC1 | -88* | 1.8 | -2 | ·
C[C@@H]1CN([C@H](C)CO)C(=O)c2cccc(NS(=O)(=O)c3ccccc3)c2O[C@H]1CN(C)Cc1ccc(C(=O)Nc2ccccc2N)cc1 | -78 | 0.0 | 0 | ·
C[C@H]1CN([C@@H](C)CO)C(=O)Cc2cc(NS(C)(=O)=O)ccc2O[C@H]1CN(C)Cc1ccncc1 | 20 | 0.5 | 1 | -17
O=C(C[C@@H]1CC[C@H]2[C@@H](COC[C@H](O)CN2C(=O)c2ccncc2)O1)Nc1ccc(-c2ccccc2)cc1 | -30 | -0.3 | 0 | 48
CC(C)C#Cc1cnc2c(c1)C(=O)N([C@H](C)CO)C[C@H](C)[C@@H](CN(C)C(=O)Nc1cc(F)ccc1F)O2 | · | 2.0 | -19 | 44

Sorted by count of non-hydrogen atoms (smallest number first): part of the list above
SMILES | Pf Dd2 growth | GASC1 inh | C diff growth | Tcruzi prolif
Cc1noc(C)c1NC(=O)N[C@@H]1C=C[C@@H](CC(=O)Nc2ccccc2)O[C@H]1CO | · | 1.0 | 3 | ·
C[C@@H]1CN([C@H](C)CO)S(=O)(=O)c2ccc(-c3cccnc3)cc2O[C@@H]1CN(C)C(=O)NC1CCCCC1 | 38 | 18 | 0 | 31
Cc1noc(C)c1S(=O)(=O)Nc1ccc2c(c1)C(=O)N([C@@H](C)CO)C[C@H](C)[C@@H](CN(C)Cc1ccc3c(c1)OCO3)OCCCC[C@@H](C)O2 | -57 | -0.4 | -63 | 59

Screening results from PubChem BioAssay.
